SUMO Mot1 rescue: inhibitors of SUMOylation pathway: yeast Mot1-301 growth rescue. S. cerevisiae Mot1-301 growth rescue, ATP luminescence, 38.5C; percent above DMSO median, 100 means doubled. growth rescue, % at 18.8 µM. 320,000 compounds, 1% hits. AID 2716;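 active = every valid replicate shows activation above 250% relative to neutral control wells; inactive = the rest, any valid replicate at or below 250%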;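 note: OY570 slx delta 5 strain wells were the positive control but not used for scaling; some compounds called inactive have numbers as strong as hits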
phage Ecoli inh: E. coli growth loss with phage present. inhibition, % at 11.9 µM. 360,000 compounds, 0.26% hits. growth absorbance; in the data active = inhibition above about 11%
Tat export inh: E. coli Tat transport inhibition; inhibition, % at 10 µM; E. coli MC4100 TorA-mCherry Tat export, fluorescence; 340,000 compounds, 0.036% hits;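 active = mean replicate inhibition at least 50% and at least half of replicates individually reaching 50%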;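 note: exported cargo escapes ClpAP degradation while cytoplasmic cargo is degraded and loses fluorescence; 0% = median of neutral control wells and 100% = median of NaSCN control wells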
Starred values were filed as active, the others as inactive; nt = no result given. These rows are one share of the data; count on the stated rates, not on these rows.

| item | Molecule | SUMO Mot1 rescue | phage Ecoli inh | Tat export inh |
| --- | --- | --- | --- | --- |
| 1 | O=C(O)C1Nc2c(cccc2C(F)(F)F)C2C=CCC12 (stereo not drawn) | 68 | nt | nt |
| 2 | CC(=O)NC(CC(C)C)C(=O)NC(Cc1ccccc1)C(N)=O (stereo not drawn) | -13 | nt | 0 |
| 3 | COc1ccc(O)c(N)c1 | -2 | nt | -2 |
| 4 | O=c1nc2n(c3c1oc1ccccc13)Cc1ccccc1-2 | 88 | nt | -1 |
| 5 | CCOC(=O)C1CCCN(C(=O)c2cc(C)n(C(C)(C)C)n2)CC1 (stereo not drawn) | nt | 1.8 | nt |
| 6 | O=C(NCc1ccccc1)C1C(=O)Nc2ccccc2C(=O)N1c1ccc2c(c1)OCCO2 (stereo not drawn) | nt | 1.6 | nt |
| 7 | NC(c1ccccc1)c1csc(Nc2ccccn2)n1 (stereo not drawn) | nt | -2.0 | nt |
| 8 | COc1ccc(C(C)(O)c2nc(-c3cccc(F)c3)cs2)cc1 (stereo not drawn) | nt | 3.6 | nt |
| 9 | COc1cccc(Cn2cnc(-c3ccccc3OC)c2-c2ccco2)c1 | nt | -0.9 | nt |
| 10 | O=S1(=O)CC(N2CCCCC2)CN1Cc1cn(Cc2ccc(Cl)cc2)nn1 (stereo not drawn) | nt | 0.7 | nt |
| 11 | CCNC(=O)C1(C)CCCN(C(=O)C2(c3ccc(Cl)cc3)CCCC2)C1 (stereo not drawn) | nt | 0.4 | nt |
| 12 | CCCc1nc2c(C)cc(Br)cn2c1Cc1cccc(F)c1 | nt | 0.9 | nt |
| 13 | O=C1NC[C@H](CCCCN2C[C@H](Cc3ccc(O)cc3)N(CC3CCCCC3)C(=O)C2=O)N(CC2CCCCC2)C1=O | nt | 2.2 | nt |
| 14 | CCOC(=O)C1(C)CCCCN1C(=O)c1ccnc(Cl)c1 (stereo not drawn) | nt | 1.9 | nt |
| 15 | CC1(C(=O)NS(=O)(=O)c2cccc(F)c2)CCN1C(=O)Cc1ccccc1Cl (stereo not drawn) | nt | 1.0 | nt |
| 16 | CSc1ccc(C(O)c2ncc(-c3ccccc3F)[nH]2)cc1 (stereo not drawn) | nt | 3.3 | nt |
| 17 | COC(=O)C1CCN(C2CN(Cc3ccccc3)S(=O)(=O)C2)CC1 (stereo not drawn) | nt | 3.2 | nt |
| 18 | COCCCn1cnn2c(=O)c3ccccc3nc2c1=O | nt | 3.8 | nt |
| 19 | CCCNC(=O)C1(C)CCN(C(=O)c2cc(C(C)(C)C)nn2C)C1 (stereo not drawn) | nt | 2.8 | nt |
| 20 | c1csc(CNc2nc(NCC3CCCCC3)c3sccc3n2)c1 | nt | 1.8 | nt |
| 21 | CCC/C(=C1/c2ccccc2C(=O)N1c1ccccc1)c1ccc(C=O)o1 | nt | 3.7 | nt |
| 22 | O=C(NCc1ccccc1)c1cc(C2COCCN2C(=O)CCc2ccccc2)on1 (stereo not drawn) | nt | 3.0 | nt |
| 23 | COc1ccc(Cl)cc1Cn1c(C)c(C(=O)NCc2ccccc2C(F)(F)F)sc1=O | nt | 3.0 | nt |
| 24 | CC1(C(=O)NS(=O)(=O)c2ccccc2)CCN1C(=O)Cc1ccc(-c2ccccc2)cc1 (stereo not drawn) | nt | -0.7 | nt |
| 25 | CC(=O)C1=CCC(c2ccccc2)N(S(=O)(=O)c2cccc(C)c2)C1 (stereo not drawn) | nt | 1.2 | nt |
| 26 | Cc1ccc([C@@H]2C[C@H]3[C@@H](CN2S(=O)(=O)c2ccc(C)cc2)C(=O)C[C@@H](c2ccccc2F)N3S(=O)(=O)c2ccc(C)cc2)cc1 | nt | -1.7 | nt |
| 27 | COC(=O)[C@]12CCCCC=C1N(Cc1ccccc1)C(=O)[C@H](CC(=O)NCc1cccc3ccccc13)C2 | nt | 0.1 | nt |
| 28 | CC(C)CNc1ncnc2c1ncn2[C@H]1CN(Cc2cccs2)C[C@@H](CO)O1 | nt | -0.4 | nt |
| 29 | COc1ccc(-c2c(C(=O)c3ccccc3)[nH]c(N)c2C(=O)c2ccc(Br)cc2)cc1OC | nt | 0.6 | nt |
| 30 | CCCCCCN1CCN(C2CN(Cc3ccc(F)cc3)S(=O)(=O)C2)CC1 (stereo not drawn) | nt | 4.3 | nt |
| 31 | CC(=O)Nc1cc(-c2ccccc2)cn2c(-c3ccc(F)cc3)cnc12 | nt | 4.8 | nt |
| 32 | CC(C)CC(N)c1csc(NC(=O)Nc2ccccc2C(C)C)n1 (stereo not drawn) | nt | -1.6 | nt |
| 33 | CNc1cnc(-c2ccccc2OC)cn1 | nt | 3.0 | nt |
| 34 | O=C(Nc1c(-c2ccc(Cl)cc2)[nH][nH]c1=O)c1ccccn1 | nt | 0.9 | nt |
| 35 | COc1ccc(CN2C[C@@H](CO)O[C@@H](n3cnc4c(NC5CC5)ncnc43)C2)cc1 | nt | 3.0 | nt |
| 36 | O=C(NCCc1c[nH]c2ccccc12)OC1CC2CC1[C@H]1CCCCN1C2=O (stereo partly drawn) | nt | 0.4 | nt |
| 37 | C[C@H]1O[C@H](C2CCCC2)CC2=C1C(=O)OC(C)(C)O2 | nt | 1.5 | nt |
| 38 | O=C1NC[C@@H](CCCCN2C[C@H](Cc3ccc(O)cc3)N(CC3CCCCC3)C(=O)C2=O)N(CCC2CCCCC2)C1=O | nt | 0.2 | nt |
| 39 | CCOC(=O)C1=C(C(=O)OCC)C2N(Cc3ccc(C(F)(F)F)cc3)c3ccccc3[C@@]23C[C@@H](C(=O)OC)N(S(=O)(=O)c2cccs2)C3=N1 (stereo partly drawn) | nt | 3.5 | nt |
| 40 | CCCS(=O)(=O)NC(=O)C1(C)CCN(C(=O)Cc2cccc(OC)c2)C1 (stereo not drawn) | nt | 3.5 | nt |
| 41 | CCNC(=O)C1(C)CCCN1C(=O)c1cc(C)on1 (stereo not drawn) | nt | 3.0 | nt |
| 42 | O=C(NNC(=O)c1csc(-c2cccs2)n1)c1ccc(Cl)cc1 | nt | -5.1 | nt |
| 43 | O=C1CC(c2ccccc2)n2nc(NC(=O)c3cccnc3)nc2N1 (stereo not drawn) | nt | 1.9 | nt |
| 44 | COc1cccc(COC(=O)Nc2ccccc2)c1OC | nt | 3.5 | nt |
| 45 | Nc1ccn([C@@H]2O[C@H](C(=O)N[C@H](Cc3ccccc3)C(=O)N3CCSC3)[C@@H](O)[C@H]2O)c(=O)n1 | nt | 1.9 | nt |
| 46 | C[C@H](c1ccccc1)N1C[C@H](COCc2ccccc2)Oc2cc(N3CC[C@@H](N(C)C)C3)ccc2S1(=O)=O | nt | 1.6 | nt |
| 47 | O=C(N[C@H](C(=O)N1CCC[C@H]1C(=O)NC1CCCC1)C1CCCCC1)c1cccs1 | nt | -0.3 | nt |
| 48 | Cn1cc([C@]2(O)C(=O)Nc3c(F)cccc32)c2ccccc21 | nt | 2.2 | nt |
| 49 | CC(=O)[C@H]1CC[C@@H](c2ccccc2)N(S(=O)(=O)c2ccc(C)cc2)C1 | nt | 2.4 | nt |
| 50 | CCOC1=C2CN(S(=O)(=O)c3ccc(C)cc3)[C@@H](c3cccs3)C[C@H]2[C@H]2C(=O)N(c3ccccc3)C(=O)[C@H]2C1 | nt | -0.9 | nt |
| 51 | c1ccc(CNc2nc(Oc3ccncc3)c3sccc3n2)cc1 | nt | 1.9 | nt |
| 52 | COc1ccc(CC(N)c2csc(Nc3nccc(C(F)(F)F)n3)n2)cc1 (stereo not drawn) | nt | -1.0 | nt |
| 53 | COC(=O)c1cc2c(c3c4ccccc4n(S(=O)(=O)c4ccc(OC)cc4)c13)C(=O)N(Cc1ccc(N(C)C)cc1)C2 | nt | 1.6 | nt |
| 54 | Cc1cc2nc(C3CCCCC3)c(Cc3ccccc3C(F)(F)F)n2c(C)c1Br | nt | 2.9 | nt |
| 55 | COC(=O)[C@]12C[C@H](CC(=O)NCc3cccc4ccccc34)C(=O)N(Cc3ccccc3)C1=C[C@H](C1CCCC1)O[C@@H]2C | nt | 3.2 | nt |
| 56 | CC(=O)Nc1cc(-c2cccc(C(=O)NCCN(C)C)c2)cn2c(-c3ccccc3)cnc12 | nt | 3.7 | nt |
| 57 | Cc1cscc1-c1cc2nc(NCCCN(C)C)n(C)c(=O)c2s1 | nt | 0.6 | nt |
| 58 | CC(=O)NCCNc1nc2cc(-c3ccc4c(ccn4C)c3)sc2c(=O)n1C | nt | 3.4 | nt |
| 59 | CC1=C(C(=O)N2CCCCCC2)CC(CC(=O)NCC2CCCCC2)C(=O)N1Cc1ccc(F)cc1 (stereo not drawn) | nt | 2.5 | nt |
| 60 | CCCCn1nnnc1C(c1ccccc1)N1CCN(C/C=C/c2ccccc2)CC1 (stereo not drawn) | nt | 0.8 | nt |

2 entries from above, as labelled records.
33	CNc1cnc(-c2ccccc2OC)cn1
  SUMO Mot1 rescue: nt
  phage Ecoli inh: 3.0
  Tat export inh: nt
34	O=C(Nc1c(-c2ccc(Cl)cc2)[nH][nH]c1=O)c1ccccn1
  SUMO Mot1 rescue: nt
  phage Ecoli inh: 0.9
  Tat export inh: nt

Compound profiles, from the list above:
Shown for c1ccc(CNc2nc(Oc3ccncc3)c3sccc3n2)cc1 → SUMO Mot1 rescue = nt; phage Ecoli inh = 1.9; Tat export inh = nt
Shown for C[C@H](c1ccccc1)N1C[C@H](COCc2ccccc2)Oc2cc(N3CC[C@@H](N(C)C)C3)ccc2S1(=O)=O → SUMO Mot1 rescue = nt; phage Ecoli inh = 1.6; Tat export inh = nt

Further entries
| item | Molecule | SUMO Mot1 rescue | phage Ecoli inh | Tat export inh |
| --- | --- | --- | --- | --- |
| 61 | CCc1nc2c(OCCn3cccc3)cccn2c1N(C)C(=O)c1ccccc1F | nt | 2.5 | nt |
| 62 | NC(c1csc(NC(=O)c2cccc(OC(F)(F)F)c2)n1)c1ccccc1Cl (stereo not drawn) | nt | -4.9 | nt |
| 63 | CCN(CC)C(=O)c1ncn2c1C(=O)N(C)CC2 | nt | 4.1 | nt |
| 64 | COc1ccc(S(=O)(=O)N2CCC[C@H]2C(=O)N2CCC[C@H]2C(=O)NCc2ccncc2)cc1C | nt | 3.0 | nt |
| 65 | Nc1[nH]c(C(=O)c2ccccc2)c(-c2ccc3c(c2)OCO3)c1C(=O)NCCc1c[nH]c2ccccc12 | nt | -2.1 | nt |
| 66 | C[C@H]1[C@@H](c2ccccc2)Oc2ccc(Cl)cc2S(=O)(=O)N1Cc1ccc(Cl)cc1 | nt | 1.7 | nt |
| 67 | COc1ccccc1CC1(C)C(=O)Nc2c(Cl)cccc21 (stereo not drawn) | nt | 1.6 | nt |
| 68 | Cc1cccc(C)c1NC(=O)c1csc(COCCO)n1 | nt | 2.1 | nt |
| 69 | CNc1cncc(-c2cccc(C(=O)N3CCOCC3)c2)n1 | nt | 3.3 | nt |
| 70 | CC(=O)Nc1cccc(-c2cc3c(c4c2ccn4C)C2CCC3O2)c1 (stereo not drawn) | nt | 3.1 | nt |
| 71 | CCN1CCN(c2c(S(=O)(=O)c3ccc(Cl)cc3)cnc3ccccc23)CC1 | nt | 3.3 | nt |
| 72 | CC(C)(C)NC(=O)C1c2ccccc2OCC(=O)N1Cc1ccccc1 (stereo not drawn) | nt | 2.6 | nt |
| 73 | Cn1ccc2c(-c3ccc(C(C)(C)C)cc3)cc3c(c21)C1CCC3O1 (stereo not drawn) | nt | -1.3 | nt |
| 74 | CCOC(=O)CN(C(=O)CSc1nnc2c(n1)[nH]c1c(C)cc(C)cc12)c1ccccc1 | nt | 3.3 | nt |
| 75 | Cc1ccc(C(=O)N2O[C@]34C=C[C@]25C[C@@H](O)CC[C@]5(C)C3CC[C@]2(C)[C@@H]([C@H](C)/C=C/[C@H](C)C(C)C)CC[C@H]24)cc1 (stereo partly drawn) | nt | -0.4 | nt |
| 76 | COc1ccc(Sc2cccc3c2S(=O)(=O)N(C2CC2)C[C@@H](COCc2ccccc2)O3)cc1OC | nt | 1.4 | nt |
| 77 | C[C@@H]1C=CCCO[C@]12C(=O)N(CC1CC1)c1cccc(Br)c12 | nt | 1.2 | nt |
| 78 | COc1cccc(CNC(=S)Nc2ccc3c(c2)c(=O)n(C)n3Cc2csc(C)n2)c1 | nt | -0.3 | nt |
| 79 | CCC(c1nc2ccccc2[nH]1)n1c(-c2cccnc2)nc2ccccc21 (stereo not drawn) | nt | 2.2 | nt |
| 80 | CC1(C(=O)O)CCCN1C(=O)c1cccc2ccccc12 (stereo not drawn) | nt | 2.1 | nt |
| 81 | CC1(C(=O)NS(=O)(=O)Cc2ccccc2)CCN1C(=O)Cc1cc(F)ccc1F (stereo not drawn) | nt | 4.8 | nt |
| 82 | Cc1cc2nc(-c3ccc(C#N)cc3)c(Cc3ccsc3)n2c(C)c1Br | nt | 2.8 | nt |
| 83 | CC1(C(=O)NS(=O)(=O)c2ccccc2C(F)(F)F)CCN1C(=O)C1CCCCC1 (stereo not drawn) | nt | 2.8 | nt |
| 84 | CC(=O)Nc1sc(N/N=C/c2ccc(N(C)C)cc2)nc1-c1ccc(C)cc1 | nt | 3.1 | nt |

Looked up one by one from above (4):
| item | Molecule | SUMO Mot1 rescue | phage Ecoli inh | Tat export inh |
| --- | --- | --- | --- | --- |
| 1 | O=C(O)C1Nc2c(cccc2C(F)(F)F)C2C=CCC12 (stereo not drawn) | 68 | nt | nt |
| 38 | O=C1NC[C@@H](CCCCN2C[C@H](Cc3ccc(O)cc3)N(CC3CCCCC3)C(=O)C2=O)N(CCC2CCCCC2)C1=O | nt | 0.2 | nt |
| 10 | O=S1(=O)CC(N2CCCCC2)CN1Cc1cn(Cc2ccc(Cl)cc2)nn1 (stereo not drawn) | nt | 0.7 | nt |
| 17 | COC(=O)C1CCN(C2CN(Cc3ccccc3)S(=O)(=O)C2)CC1 (stereo not drawn) | nt | 3.2 | nt |

Assay outcomes: PubChem, several laboratories
